# Screening data as filed in PubChem.
# CHOP UPR activ – activators of apoptotic arm of unfolded protein response (CHOP). 0.34% of 330,000 active. CHO-CHOP luciferase reporter, UPR activation, luminescence; percent of tunicamycin response over DMSO baseline. AID 449763. activation, % at 10 µM;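 active = at 10 µM dose, activation of 40% or more, normalized to positive control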;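 also: 100% = tunicamycin at 10 µg/mL and 0% = DMSO alone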
#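 System: CHO CHOP reporter cells. Amount: 500 cells per well. Buffer or medium: F12 medium, 10% FBS. Compound dosing: one dose, 10 µM in 0.5% DMSO. Incubation: 6 h compound exposure at 37 °C after overnight seeding. Technique: Steady-Glo luciferase luminescence. Benchmarks: tunicamycin and DMSO controls.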
# EBI2 block – antagonists of human EBI2 receptor. P32249. 0.81% of 360,000 active. EBI2 beta-arrestin recruitment, luminescence, 7a,25-OHC stimulated. inhibition, % at 5 µM; in the data active = inhibition above about 38%;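 also: enzyme fragment complementation signal reports receptor beta-arrestin coupling in cells; 0% = agonist plus DMSO wells and 100% = wells without agonist; some results beyond the cut were filed as inactive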
# CXCR6 inh – inhibitors of human CXCR6 receptor; O00574; CHO-K1 PathHunter CXCR6 beta-arrestin, luminescence; inhibition, % at 20 µM; 0.36% of 360,000 active; in the data active = inhibition above about 34%, passing the limit was not always enough;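 also: antagonist mode with CXCL16 agonist at 10 nM final; 0% = 10 nM CXCL16 with DMSO and 100% = unstimulated wells without agonist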
# Target sequence (O00574 whole entry, looked up): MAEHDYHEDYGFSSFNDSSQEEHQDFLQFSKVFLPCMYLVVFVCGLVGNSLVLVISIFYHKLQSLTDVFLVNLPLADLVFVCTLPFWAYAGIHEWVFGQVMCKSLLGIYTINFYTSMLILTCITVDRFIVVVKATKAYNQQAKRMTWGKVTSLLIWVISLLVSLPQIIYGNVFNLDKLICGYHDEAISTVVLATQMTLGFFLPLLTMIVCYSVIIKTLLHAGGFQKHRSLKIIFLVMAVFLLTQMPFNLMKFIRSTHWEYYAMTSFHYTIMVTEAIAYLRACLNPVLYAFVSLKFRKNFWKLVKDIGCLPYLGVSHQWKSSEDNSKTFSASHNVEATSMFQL
# CCR6 antagonist – CCR6 (human) receptor antagonism; CHO-K1 CCR6 PathHunter beta-arrestin, luminescence, CCL20-stimulated; inhibition, % at 20 µM; 0.49% of 340,000 active; AID 493098;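 active = compounds whose inhibition of the agonist-driven luminescence signal at 20 µM reaches about 50%, limit read from the data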;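 also: cells stimulated with CCL20 at 14 nM final; plate controls were DMSO with CCL20 for no effect and DMSO without agonist for full effect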
# Target sequence (P51684 whole entry, looked up): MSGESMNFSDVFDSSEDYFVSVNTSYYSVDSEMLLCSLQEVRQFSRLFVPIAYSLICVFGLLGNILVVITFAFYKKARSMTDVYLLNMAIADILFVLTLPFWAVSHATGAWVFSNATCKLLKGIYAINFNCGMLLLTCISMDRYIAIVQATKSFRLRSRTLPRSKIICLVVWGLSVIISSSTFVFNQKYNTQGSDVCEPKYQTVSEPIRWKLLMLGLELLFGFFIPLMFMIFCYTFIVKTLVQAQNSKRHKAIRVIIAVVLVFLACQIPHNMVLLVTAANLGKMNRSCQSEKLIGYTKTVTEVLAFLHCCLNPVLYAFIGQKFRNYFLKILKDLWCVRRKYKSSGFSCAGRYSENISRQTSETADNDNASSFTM
# Gli-Sufu antag – blocks Gli-Sufu signaling in a luciferase reporter; Sufu-KO-LIGHT fibroblasts, Gli luciferase reporter luminescence; inhibition, % at 5 µM; 0.74% of 340,000 active;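 active = inhibition above about 55%, limit read from the data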;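 also: 0% = DMSO-treated cells and 100% = wells with medium but no cells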
# Mdm2 MdmX PPI – human Mdm2/MdmX binding inhibition; SaOS-2 split-luciferase Mdm2/MdmX complementation, luminescence; inhibition, % at 8 µM; 3% of 330,000 active; AID 485346;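 active = inhibition of at least 50% at 8 µM in the primary screen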
# 697 NFkB inh – inhibitors of the PMA/ionomycin-induced NF-kB reporter in 697 B cells | 697 B-cell NF-kB luciferase reporter, 16 h | inhibition, % at 4 µM | 0.33% of 330,000 active | AID 435022; in the data active = inhibition above about 35%
# Jurkat NFkB inh – lowers PMA/ionomycin-induced NF-kB signal in Jurkat cells. PMA/ionomycin-induced NF-kB luciferase reporter, luminescence. inhibition, % at 4 µM. 0.53% of 330,000 active; in the data active = inhibition above about 50%
# XBP1 UPR activ – adaptive UPR (XBP1) activation; CHO-XBP1 luciferase reporter, IRE1-XBP1 UPR activation, luminescence; percent of tunicamycin response, DMSO as zero; activation, % at 20 µM; 0.33% of 330,000 active;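 active = versus positive control, 20 µM dose yields 30% or more activation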;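 also: 100% = tunicamycin at 10 µg/mL and 0% = DMSO only wells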
#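 Material: CHO cell line with stable XBP1 luciferase reporter; schedule: 16-18 h cell attachment at 37 °C, then 6 h compound exposure; signal: glow luminescence from Steady-Glo reagent; medium: serum-containing F12 medium, 10% FBS; benchmarks: tunicamycin 10 µg/mL and vehicle-only wells; read-out: percent activation relative to tunicamycin reference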
# An asterisk follows results filed as active; / = no result given. Rows are unselected; 5% or so of the library scored in one or more.
# Key to letters – A = CHOP UPR activ; B = EBI2 block; C = CXCR6 inh; D = CCR6 antagonist; E = Gli-Sufu antag; F = Mdm2 MdmX PPI; G = 697 NFkB inh; H = Jurkat NFkB inh; I = XBP1 UPR activ
1: O=CN(/C=C1\Sc2ccccc2C1=O)Cc1ccccc1
  A = 4.6 | B = -8 | C = -16 | D = -15 | E = -17 | F = 14 | G = 3 | H = -7 | I = 1
2: CCN(CC)S(=O)(=O)c1ccc(-c2nnc(SC)o2)cc1
  A = -1.3 | B = 3 | C = 0 | D = -8 | E = -7 | F = 14 | G = -8 | H = -7 | I = 0
3: Cc1cc(Cl)c(S(=O)(=O)NCc2ccccc2)cc1OCC(N)=O
  A = 1.1 | B = 7 | C = 8 | D = -5 | E = 2 | F = -1 | G = 3 | H = 3 | I = 0
4: COc1cc(CNc2ccc3[nH]c(=O)[nH]c3c2)cc(Br)c1OCC(=O)NC(C)(C)C
  A = 1.5 | B = 1 | C = -6 | D = 8 | E = 7 | F = 30 | G = 14 | H = 13 | I = 1
5: CN1CCN(C(=O)c2cc(COc3ccccc3)on2)[C@@H](c2ccccc2)C1
  A = 5.8 | B = 9 | C = 1 | D = 2 | E = -59 | F = -88 | G = -156 | H = -118 | I = 3
6: Cc1cccc(NC(=O)c2ccc(S(=O)(=O)C(F)F)cc2)c1C
  A = -0.7 | B = 16 | C = -2 | D = -4 | E = -12 | F = -4 | G = -14 | H = -18 | I = 1
7: COc1ccc(N[C@@H]2CCN3C(=O)c4ccccc4[C@@H]3C[C@H]2O)cc1
  A = 1.3 | B = 1 | C = -5 | D = 29 | E = 2 | F = 17 | G = 19 | H = / | I = 0
8: Cc1ccc(OC(=O)c2ccc3snnc3c2)cc1
  A = 3.8 | B = -5 | C = 2 | D = 12 | E = -2 | F = -22 | G = -7 | H = 11 | I = 5
9: CCOc1ccccc1NC1c2ccccc2C(=O)N1c1cccnc1 (stereo unspecified)
  A = 1.8 | B = 3 | C = 1 | D = 3 | E = -11 | F = -25 | G = 1 | H = -5 | I = 2
10: C=CCN=C1CC(C)(C)CC(=O)/C1=C(\O)c1ccccc1
  A = -1.3 | B = -2 | C = -8 | D = -4 | E = 6 | F = 2 | G = 22 | H = 3 | I = 3

# Among those listed so far, 5 have sulfur:
# Key to letters – A = CHOP UPR activ; B = EBI2 block; C = CXCR6 inh; D = CCR6 antagonist; E = Gli-Sufu antag; F = Mdm2 MdmX PPI; G = 697 NFkB inh; H = Jurkat NFkB inh; I = XBP1 UPR activ
1: O=CN(/C=C1\Sc2ccccc2C1=O)Cc1ccccc1
  A = 4.6 | B = -8 | C = -16 | D = -15 | E = -17 | F = 14 | G = 3 | H = -7 | I = 1
2: CCN(CC)S(=O)(=O)c1ccc(-c2nnc(SC)o2)cc1
  A = -1.3 | B = 3 | C = 0 | D = -8 | E = -7 | F = 14 | G = -8 | H = -7 | I = 0
3: Cc1cc(Cl)c(S(=O)(=O)NCc2ccccc2)cc1OCC(N)=O
  A = 1.1 | B = 7 | C = 8 | D = -5 | E = 2 | F = -1 | G = 3 | H = 3 | I = 0
6: Cc1cccc(NC(=O)c2ccc(S(=O)(=O)C(F)F)cc2)c1C
  A = -0.7 | B = 16 | C = -2 | D = -4 | E = -12 | F = -4 | G = -14 | H = -18 | I = 1
8: Cc1ccc(OC(=O)c2ccc3snnc3c2)cc1
  A = 3.8 | B = -5 | C = 2 | D = 12 | E = -2 | F = -22 | G = -7 | H = 11 | I = 5

# (further entries)
# Key to letters – A = CHOP UPR activ; B = EBI2 block; C = CXCR6 inh; D = CCR6 antagonist; E = Gli-Sufu antag; F = Mdm2 MdmX PPI; G = 697 NFkB inh; H = Jurkat NFkB inh; I = XBP1 UPR activ
11: CCn1ccnc1CN(C)Cc1nc(CCC(C)C)no1
  A = 1.6 | B = 4 | C = -1 | D = 2 | E = 4 | F = 13 | G = -15 | H = -5 | I = -5
12: O=C(c1cc(-c2cccnc2)nc2ccc(Br)cc12)N1CCN(c2ncccn2)CC1
  A = 2.9 | B = -15 | C = -8 | D = 20 | E = 2 | F = 52* | G = 1 | H = -1 | I = -4
13: CCC(NC(=O)c1[nH]c(C)c(C(C)=O)c1C)c1ccc(Br)cc1 (stereo unspecified)
  A = 0.1 | B = 12 | C = -7 | D = 6 | E = 17 | F = 15 | G = -5 | H = -17 | I = 5
14: O=C(CN1C(=O)NC2(CCCC2)C1=O)N1CCN(S(=O)(=O)c2cccc(C(F)(F)F)c2)CC1
  A = 0.0 | B = 0 | C = -3 | D = 5 | E = -8 | F = -18 | G = -11 | H = 20 | I = -4
15: O=C(NN=C1CCCC1)c1n[nH]c2c1CCC2
  A = 3.5 | B = -17 | C = 3 | D = 7 | E = -21 | F = 25 | G = 13 | H = 1 | I = 0
16: CCCCCNCc1cccc(Br)c1
  A = 0.6 | B = 2 | C = 8 | D = 0 | E = 10 | F = -9 | G = -43 | H = -31 | I = -3
17: O=[N+]([O-])c1ccc2[nH]c(O)c(N=NC3CS(=O)(=O)CC3O)c2c1 (stereo unspecified)
  A = 0.8 | B = 1 | C = 7 | D = 11 | E = -4 | F = 8 | G = 5 | H = -12 | I = -1
18: CNc1nc(-c2ccccc2)cc(-c2ccccc2)n1
  A = -0.2 | B = -1 | C = 23 | D = -4 | E = 33 | F = 31 | G = 9 | H = 11 | I = 0
19: O=C(Oc1nsnc1N1CCOCC1)N(c1ccccc1)c1ccccc1
  A = -1.8 | B = 6 | C = 11 | D = 20 | E = 11 | F = -5 | G = -36 | H = 6 | I = -3
20: CCOC(=O)Nc1ccc2c(c1)N(C(=O)CN(CC)CC)c1ccccc1C=C2
  A = -0.9 | B = -3 | C = 1 | D = -8 | E = 6 | F = -9 | G = 16 | H = -5 | I = -5

# (continued)
# Key to letters – A = CHOP UPR activ; B = EBI2 block; C = CXCR6 inh; D = CCR6 antagonist; E = Gli-Sufu antag; F = Mdm2 MdmX PPI; G = 697 NFkB inh; H = Jurkat NFkB inh; I = XBP1 UPR activ
21: COc1ccc(C(C)=O)cc1Cn1cnc2c(cnn2C)c1=O
  A = 1.4 | B = 13 | C = 3 | D = 9 | E = 7 | F = 19 | G = 25 | H = 5 | I = 0
22: C=CCOc1ccccc1CN1CCC(Oc2cc(C(=O)NC3CC3)ccc2OC)CC1
  A = 1.7 | B = -2 | C = 3 | D = 11 | E = 14 | F = 16 | G = -3 | H = 5 | I = -4
23: CCCc1nc2oc(C(=O)c3ccccc3)c(N)c2c2c1COC(C)(C)C2
  A = -3.7 | B = 20 | C = 8 | D = -2 | E = 3 | F = -30 | G = -63 | H = -39 | I = 5
24: Cc1cccc(N(C(=O)CNC(=O)c2ccco2)C(C(=O)NC2CCCC2)c2ccncc2)c1C (stereo unspecified)
  A = 0.3 | B = -7 | C = -1 | D = 10 | E = -14 | F = 20 | G = 10 | H = -8 | I = -4
25: O=[N+]([O-])c1cc(Cl)ccc1Sc1cccc2cccnc12
  A = 0.4 | B = 3 | C = 6 | D = 20 | E = -8 | F = 5 | G = 10 | H = 20 | I = 3
26: Cc1cc(C2=NNC(=NCCc3ccccc3)SC2)c(C)n1-c1c(C)n(C)n(-c2ccccc2)c1=O
  A = -0.5 | B = 1 | C = 1 | D = 5 | E = -4 | F = -25 | G = -1 | H = 4 | I = -2

# An excerpt from above, showing only CHOP UPR activ, CCR6 antagonist and Mdm2 MdmX PPI.
cpd	compound	CHOP UPR activ	CCR6 antagonist	Mdm2 MdmX PPI
22	C=CCOc1ccccc1CN1CCC(Oc2cc(C(=O)NC3CC3)ccc2OC)CC1	1.7	11	16
23	CCCc1nc2oc(C(=O)c3ccccc3)c(N)c2c2c1COC(C)(C)C2	-3.7	-2	-30
